TEAD-YAP inh = TEAD-YAP interaction inhibition. HEK-TIYL cells, TEAD-Gal4/YAP UAS-luciferase luminescence. inhibition, % at 9.12 µM. 1.4% of 640,000 active; in the data active = inhibition above about 32%;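 note: 0% = median of test compound wells and 100% = reference inhibitor wells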
MITF inh = inhibitors of human MITF; O75030; AlphaScreen MITF homodimerization, bead proximity signal; inhibition, % at 2.6 µM; 0.91% of 650,000 active; AID 1259374; in the data active = inhibition above about 50%;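 note: 0% = vehicle wells with protein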
Target sequence (O75030 whole entry, looked up): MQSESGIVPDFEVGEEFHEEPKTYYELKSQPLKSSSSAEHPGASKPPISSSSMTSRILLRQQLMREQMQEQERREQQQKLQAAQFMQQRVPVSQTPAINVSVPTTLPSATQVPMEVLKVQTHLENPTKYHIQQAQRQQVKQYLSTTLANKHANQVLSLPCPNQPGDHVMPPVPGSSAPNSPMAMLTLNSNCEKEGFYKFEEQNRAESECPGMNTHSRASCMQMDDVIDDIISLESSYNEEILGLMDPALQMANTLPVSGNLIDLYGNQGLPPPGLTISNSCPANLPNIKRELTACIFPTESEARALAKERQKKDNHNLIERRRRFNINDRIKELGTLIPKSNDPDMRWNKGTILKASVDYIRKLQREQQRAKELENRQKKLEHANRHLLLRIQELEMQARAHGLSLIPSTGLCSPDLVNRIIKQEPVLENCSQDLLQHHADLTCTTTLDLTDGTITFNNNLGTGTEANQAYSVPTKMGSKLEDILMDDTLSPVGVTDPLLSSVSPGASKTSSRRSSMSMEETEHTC
FBW7 act = human FBW7 E3 ligase activation, primary screen; AID 1259310; Q969H0; 0.13% of 650,000 active; normalized activity (activation), % at 26.1 µM; AlphaScreen FBW7–phospho-cyclin E peptide binding, activator screen; in the data active = normalized activity above about 1.9%;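 note: purified mutant Fbw7 with reduced substrate affinity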
GPR151 activ = activators of human GPR151; activation, % at 11.2 µM; 1% of 650,000 active; AID 1508602; PathHunter beta-arrestin GPR151 cells, luminescence; in the data active = activation above about 4.9%;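 note: 0% = median of compound wells and 100% = cells with positive control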
Target sequence (Q8TDV0 whole entry, looked up): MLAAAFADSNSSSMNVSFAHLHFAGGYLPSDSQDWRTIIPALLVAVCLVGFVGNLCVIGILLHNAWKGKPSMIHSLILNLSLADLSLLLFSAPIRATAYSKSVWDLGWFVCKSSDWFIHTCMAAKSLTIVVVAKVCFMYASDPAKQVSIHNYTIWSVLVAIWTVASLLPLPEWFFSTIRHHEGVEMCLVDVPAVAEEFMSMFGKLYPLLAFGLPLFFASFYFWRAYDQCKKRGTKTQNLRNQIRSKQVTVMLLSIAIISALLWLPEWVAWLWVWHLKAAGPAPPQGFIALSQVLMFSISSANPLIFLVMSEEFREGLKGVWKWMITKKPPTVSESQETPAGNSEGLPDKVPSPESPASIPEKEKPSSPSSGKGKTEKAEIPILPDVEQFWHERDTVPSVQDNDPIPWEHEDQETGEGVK
Active calls of the source: *.

compound,TEAD-YAP inh,MITF inh,FBW7 act,GPR151 activ
COc1ccc(NC(=O)C(NC(C)=O)C(=O)O)cc1 (centres undefined),0.8,3.9,0.0,3.1
Cc1ccc(NC(=O)CC2Nc3ccccc3NC2=O)c([N+](=O)[O-])c1 (centres undefined),-13.4,13.9,0.5,-1.2
CCOc1ccc2nc(S(N)(=O)=O)sc2c1,-23.6,10.1,0.1,0.1
O=C(NCC1(c2cccs2)CC1)c1c(F)cccc1Cl,-34.4,-8.4,0.0,-1.6
COc1ccc2cc(CCNC(=O)COc3ccc(Cl)cc3Cl)c(=O)[nH]c2c1,5.5,-5.2,0.0,-0.7
Cc1cc(C(=O)Nc2ccc3c(c2)OCCO3)on1,-35.4,12.2,-0.1,-3.1
CCC(=O)Nc1ccc2nc(SCC(=O)Nc3ccccc3OC)sc2c1,-1.4,13.0,0.1,-0.6
CN(CCC#N)c1ncnc2sccc12,-0.3,24.9,0.1,3.0
O=c1oc2ccc3ccccc3c2cc1-c1cn2c(n1)sc1cc(Cl)ccc12,6.1,1.3,-0.1,0.8
O=C(CCn1cnnn1)N1CCc2c([nH]c3ccccc23)C1c1cc(F)ccc1F (centres undefined),-11.3,-6.7,-0.1,0.2
COc1cccc(/C=N/NC(=O)CC(=O)NCC(C)C)c1O,6.8,28.6,-0.4,0.4
Cc1ccc(C)c(CN2CCN3C(=O)[C@H](COCc4ccccc4)NC(=O)[C@H]3C2)c1,9.3,6.3,0.1,0.4
Cc1nc2c(c(=O)[nH]1)CN(C(=O)c1cccc(N3CCCCS3(=O)=O)c1)CC2,-21.1,14.5,0.1,-0.1
O=C(Nc1ccon1)c1cc2ccccc2oc1=O,-6.4,24.1,0.1,-1.9
COc1ccc(-n2cc(C(=O)N3CCC(C)CC3)c3ccccc3c2=O)cc1,9.7,15.6,-0.1,-1.4
COc1ccc(Nc2nnc(SCC(=O)NC(C)C3CC4CCC3C4)s2)cc1 (centres undefined),-5.5,0.2,0.1,3.8

A section taken from the entries so far, as a working copy:
compound,TEAD-YAP inh,MITF inh,FBW7 act,GPR151 activ
COc1cccc(/C=N/NC(=O)CC(=O)NCC(C)C)c1O,6.8,28.6,-0.4,0.4
Cc1ccc(C)c(CN2CCN3C(=O)[C@H](COCc4ccccc4)NC(=O)[C@H]3C2)c1,9.3,6.3,0.1,0.4
Cc1nc2c(c(=O)[nH]1)CN(C(=O)c1cccc(N3CCCCS3(=O)=O)c1)CC2,-21.1,14.5,0.1,-0.1
O=C(Nc1ccon1)c1cc2ccccc2oc1=O,-6.4,24.1,0.1,-1.9
COc1ccc(-n2cc(C(=O)N3CCC(C)CC3)c3ccccc3c2=O)cc1,9.7,15.6,-0.1,-1.4

Next part.
compound,TEAD-YAP inh,MITF inh,FBW7 act,GPR151 activ
O=C(N1CCOCC1)N1CCCC1c1nc(-c2ccc(F)cc2)n[nH]1 (centres undefined),5.4,-4.2,-0.2,-1.4
COC(=O)CCC(=O)NCC1Cc2cc(C)cc(-c3ccc(Cl)cc3)c2O1 (centres undefined),11.2,-7.4,0.0,0.6
N#Cc1ccccc1S(=O)(=O)Nc1ccc(Cl)c(Cl)c1,-13.3,4.7,-0.1,-2.2
Cc1ccc(C)c(N2CCN(S(=O)(=O)c3c(C)[nH]c(=O)[nH]c3=O)CC2)c1,7.4,-1.8,-0.1,1.7
COc1ccc(C2CC(=O)C3=C(C2)OC(N)=C(C#N)C3c2ccccc2F)cc1 (centres undefined),7.3,18.0,1.0,1.0
CC(=O)Nc1ccc(NC(=O)c2ccc(C(=O)Nc3ccc(NC(C)=O)cc3)c(-c3ccccc3)c2)cc1,2.4,9.2,0.3,-0.4
CCOC(=O)c1cnc2ccc(OCC)cc2c1NCCN1CCOCC1,11.9,10.9,0.7,0.8
Cc1ccc(C2/C(=C(/O)c3ccc(S(=O)(=O)N(C)C)cc3)C(=O)C(=O)N2Cc2cccnc2)o1 (centres undefined),6.6,13.5,0.1,0.8
O=C(CN1C(=O)C2(OCCO2)c2cc([N+](=O)[O-])ccc21)c1cccc2ccccc12,1.0,-6.5,-0.1,-0.1
CCCC1OC(=O)C(C)(C)C(=O)C1CC (centres undefined),2.1,-6.1,-0.1,-0.3
O=C(O)c1c(O)cc(I)cc1I,2.5,-6.6,-0.1,0.3
CC(NC(=O)CCCOc1cc(=O)n(C)c2ccccc12)c1ccc2c(c1)OCCO2 (centres undefined),8.8,23.8,0.1,-0.5
O=C(Nc1ncc(Cc2ccc(Cl)cc2)s1)c1ccc([N+](=O)[O-])cc1,9.7,20.1,0.3,-0.8
CCc1nnc(NC(=O)COc2ccc(C)cc2-n2nc3ccccc3n2)s1,0.1,18.4,0.1,0.3
CCc1nnc(NC(=O)CSc2nnc(Cc3cccn3C)n2C)s1,-2.8,9.5,0.0,-0.1
Cc1c(Br)c(C(F)(F)F)nn1CC(=O)NCc1cccs1,-7.4,3.4,0.3,0.0
CCOc1ccc(NC(=O)c2ccc(F)c(S(=O)(=O)N(Cc3ccco3)CC3CCCO3)c2)cc1 (centres undefined),46.2*,27.3,0.1,1.1
CC1=C(C(=O)N2CCOCC2)C(c2ccc(C)c([N+](=O)[O-])c2)C2=C(CCCC2=O)N1 (centres undefined),-0.8,10.1,0.2,1.3
COCCCN1C(=O)c2ccc(C(=O)Nc3ccc(Br)cc3)cc2C1=O,6.3,5.2,0.8,-1.4
Cc1ccc(NS(=O)(=O)c2cc3c(cc2C)N(C)CCO3)c(C)c1,-3.9,7.2,0.0,1.0
CC1=CCC2C(=O)N(c3ccccc3OC(=O)c3ccc(Br)cc3)C(=O)C2C1 (centres undefined),3.9,5.0,0.0,-0.6
Cc1ccccc1CNCCCn1ccnc1,-2.7,13.1,-0.4,-0.5
O=C(CSc1nnc(-c2ccco2)c(-c2ccco2)n1)Nc1ccc(C(=O)O)cc1,1.1,73.5*,-0.5,0.4
C=CC[n+]1c(-c2ccc3c(c2)OCCO3)csc1NNC(=O)Nc1ccccc1,22.3,-6.0,0.5,-0.3
Cc1ccc(Cn2c(C(=O)O)c(CNCCc3cccs3)c3ccccc32)cc1,10.8,6.8,-0.2,0.0
CCOc1cc2c(cc1OCC)C(c1nc(CC)[nH]c1C)NCC2 (centres undefined),3.0,-5.3,-0.1,0.3
COc1ccc(C(=O)NCCc2nnc3ccc(SCC#N)nn23)cc1,-0.4,5.7,0.8,0.4
CCOC(=O)C1CCCN(C(=O)c2cc(Cl)ccc2OC)C1 (centres undefined),-8.1,-1.7,0.0,-0.7
CC(=O)Nc1ccc(N2C(=O)CC(N3CCC(N4CCCCC4)CC3)C2=O)cc1 (centres undefined),-3.6,-9.6,-0.1,0.9
COc1cccc(CNC(=O)C(O)c2ccc(-c3ccncc3)cc2)c1 (centres undefined),2.4,-1.1,0.1,-2.3
CC(C)NC(=O)c1ccccc1NC(=O)CN(c1ccccc1Cl)S(C)(=O)=O,-3.0,-2.7,0.0,-1.1
O=C(CN1C(=O)C2C3C=CC(C3)C2C1=O)NCc1ccccc1Cl (centres undefined),-2.8,16.3,0.0,-1.0
CCN(CC)S(=O)(=O)c1ccc(-c2cn3ccc(C)cc3n2)cc1,-53.0,16.9,0.1,0.1
O=C(CSc1nc2ccccc2[nH]1)N/N=C\c1cccc([N+](=O)[O-])c1O,3.6,12.9,-1.9,-0.6
CCOC(=O)c1ccccc1Oc1c(F)c(F)nc(NCCO)c1F,6.3,-3.7,-0.1,0.2
COCCNC(=O)NC1(C(F)(F)F)Oc2ccc(Cl)cc2O1 (centres undefined),-7.0,7.0,0.1,-0.1
COc1ccc(Cl)cc1S(=O)(=O)NCc1cccs1,-3.3,5.8,0.0,-0.2
Cc1ccccc1N1C(=O)CSC1=C(C#N)C#N,9.5,-7.2,-0.1,-2.3
COc1ccc(CNC(=O)CN(c2cc(OC)ccc2OC)S(C)(=O)=O)cc1,0.5,3.7,0.1,1.0
Cc1occc1C(=O)NNC(=S)Nc1ccc(S(N)(=O)=O)cc1,-58.8,-8.9,-0.3,1.0
O=C(NCC1CCCO1)c1sc(=S)n2c1[nH]c(=O)c1ccccc12 (centres undefined),1.9,-0.7,-0.1,-0.3
O=C1CC(n2c(=O)oc3ccccc32)C2COC1O2 (centres undefined),-5.3,4.7,0.0,0.1
CCOc1ccc(Cl)cc1S(=O)(=O)n1nc(C)cc1C,20.0,9.2,0.1,-0.5
O=C(CCCC(=O)OCC(F)(F)C(F)F)Nc1ccc(Cl)cc1,1.9,13.2,-0.1,1.0
CC(=O)Nc1ccc(Nc2nc(Nc3ccc4ncccc4c3)nc3c2ncn3-c2ccccc2)cc1,40.2*,1.5,0.2,1.0
COCCNCCOc1ccc2ccccc2c1Br,-13.7,28.8,0.8,-0.5
CCOC(=O)c1c(C)c(C(=O)N2CCCC2)c(C)n1CC,-16.9,5.4,0.0,0.2
Cc1cc(OCc2nc(-c3ccc(Br)cc3)no2)ccc1Cl,1.9,-2.5,0.5,-1.3
CCOc1ccc(C(=O)Nc2c3c(nn2-c2cccc(Cl)c2)CS(=O)C3)cc1 (centres undefined),-0.3,2.9,0.1,0.7
CCCCSc1nnc(-c2ccc3c(c2)OCO3)n1C,-70.9,13.1,2.1*,0.4
O=C(c1ccco1)N(Cc1ccco1)C1CCS(=O)(=O)C1 (centres undefined),-0.1,-9.3,0.0,-0.7
CCOC(=O)c1c(P(=O)(N2CCOCC2)N2CCOCC2)noc1N,-2.9,11.1,-0.3,-0.7
CC1CN(C(c2cccc(F)c2)c2sc3ncnn3c2O)CC(C)O1 (centres undefined),-4.6,-3.9,-0.2,-0.4
CCOc1cc(/C=C2/C(=N)N3N=C(CC)SC3=NC2=O)cc(Br)c1OCCOc1ccc(C)c(C)c1,-5.9,9.1,0.1,1.0
CC1CCC(N=CC2=C(O)CC(c3ccccc3)CC2=O)CC1 (centres undefined),0.3,-222.1,0.0,1.8
Cc1ccc(NCC(=O)N/N=C/c2ccc(F)cc2)cc1,0.0,5.6,0.1,1.2

New compounds follow.
compound,TEAD-YAP inh,MITF inh,FBW7 act,GPR151 activ
COc1ccc(CC(=O)Nc2ccc3c(c2)CN(C(C)=O)CC3)cc1,-9.3,4.7,0.4,1.3
COCCOC(=O)c1c(C)oc2ccc(NS(=O)(=O)c3ccc(Cl)cc3)cc12,-2.3,6.3,0.0,-0.5
Cc1ccc(CCC(=O)NNC(=O)CCc2ccc(C)o2)o1,-2.3,-2.4,0.0,0.3
O=c1c2ccccc2nc(SCc2ccccc2)n1-c1ccc(Cl)cc1,-11.6,-3.6,0.0,2.1
CCOCCCNS(=O)(=O)c1ccc(OCC)c2ncccc12,0.1,4.7,0.0,0.8
CCC(C)NC(=O)CN(c1cccc(C(C)=O)c1)S(C)(=O)=O (centres undefined),7.5,9.3,-0.4,1.6
CCOC(=O)Cc1csc(NC(=O)COc2ccccc2OC)n1,-1.1,-12.6,-0.1,3.0
c1ccc(OCCNc2nc(Nc3ccccn3)nc3c2ncn3-c2ccsc2)cc1,11.0,3.0,0.1,-0.1
Cn1ncc(Br)c1C(=O)NNC(=S)Nc1ccc([N+](=O)[O-])cc1,-9.3,-2.7,-0.1,-2.8
O=C1CC(C(=O)Nc2ncccn2)C(c2ccccc2)O1 (centres undefined),-0.5,2.4,-0.2,0.2
COC(=O)c1c(NC(=O)COc2c(C)cccc2C)sc2c1CCC(C)C2 (centres undefined),-6.8,-4.2,0.0,-0.1
Cc1cc(NC2CCN(Cc3ccccc3)CC2)nc(Nc2ccc(N3CCOCC3)cc2)n1,-12.3,19.4,-0.2,0.6
O=C(Nc1nnc(-c2ccccc2Cl)s1)C1CCCN(C(=O)NC2CCCCC2)C1 (centres undefined),0.3,0.8,0.0,1.0
Cc1nnc(Sc2nc(Sc3nnc(C)s3)nc(N3CCN(C)CC3)n2)s1,-0.8,10.5,-0.1,-0.7
COC(=O)C1N(C(=O)OC)c2ccc([N+](=O)[O-])cc2S1(=O)=O (centres undefined),4.2,2.9,-0.3,2.0
O=c1[nH]c(=O)n(Cc2ccco2)c2c1C(C(F)(F)F)(C(F)(F)F)N=C(c1ccco1)N2,-5.5,1.4,0.0,1.0
Cn1c(N)c(C(=O)COC(=O)C2CCC(=O)N2)c(=O)n(C)c1=O (centres undefined),-0.5,7.3,0.8,0.3
Cc1ccc(-c2noc(C3CCCN(S(=O)(=O)c4ccc5ccccc5c4)C3)n2)o1 (centres undefined),-2.0,-3.0,-0.3,1.0
O=C1c2ccccc2C(=O)N1CCOc1ccc(F)cc1,-57.3,-7.3,-0.1,-2.4
COc1ccc(/C=C2\NC(=S)N(C)C2=O)cc1Br,13.6,2.5,0.0,-0.1
COc1cc2cc3c(N)c(C(=O)NC4CCCC4)sc3nc2cc1OC,-0.5,7.5,-0.1,0.2
CN(C)/C=C(\C#N)C(=O)c1cccc(Oc2ccc(Br)cc2)c1,-13.4,3.1,0.1,-0.7
CCOC(=O)c1ccc(N=C(C)C2=C(O)c3ccccc3C2=O)cc1,-16.6,-8.1,0.1,-0.7
COc1ccc([N+](=O)[O-])cc1NC(=O)C1C2C=CC(C2)C1C(=O)O (centres undefined),-3.3,17.3,0.0,-0.9
CCCn1c(CCC(=O)Nc2ccc(C)c(C)c2)nc2cccnc21,6.7,-0.4,0.1,-0.1
COCCN1C(=O)CC(CC(=O)N(C)Cc2cc(C)[nH]n2)(c2ccccc2Cl)C1=O (centres undefined),-3.9,0.3,0.2,-0.4
